TcdB GH inh: TcdB glycohydrolase inhibitors, primary screen, biochemical, single point, plate reader; Toxin B (Clostridioides difficile), P18177; TcdB glycohydrolase enzymatic assay; inhibition, % at 9.99 µM; 350,000 tested, 0.24% active; AID 652162, 2013; in the data active = inhibition above about 10%
* hit, by the source's call; & = joins results of further samples. These rows are one share of the data (hit frequency here may not be typical).

cpd	compound	TcdB GH inh
1	O=C(Nc1ccccc1F)N1CC(=O)N2[C@H](C1)[C@H](c1ccc(-c3cccnc3)cc1)[C@@H]2CO	0.0
2	O=C(C[C@@H]1CC[C@@H](NC(=O)CN2CCOCC2)[C@@H](CO)O1)NC1CCC1	0.3
3	CCNC(=O)[C@H]1[C@H](CO)[C@H]2Cn3c(ccc(-c4ccccc4F)c3=O)[C@@H]1N2CC	-2.3
4	Cc1ccc(S(=O)(=O)N(C)C[C@H]2OCCCC[C@H](C)Oc3ccc(NS(=O)(=O)c4ccc(Cl)cc4)cc3C(=O)N([C@@H](C)CO)C[C@H]2C)cc1	-1.3
5	COc1ccccc1CNC(=O)C[C@H]1C=C[C@@H](NC(=O)CN(C)C)[C@H](CO)O1	-0.5
6	C[C@H]1CN([C@@H](C)CO)C(=O)c2cc(NC(=O)Cc3ccccc3)ccc2O[C@@H]1CN(C)C(=O)Nc1ccc(F)cc1	-1.1
7	C[C@@H]1CN([C@@H](C)CO)C(=O)c2cc(C#CC3(O)CCCC3)cnc2O[C@@H]1CN(C)S(=O)(=O)c1ccccc1	1.7
8	C[C@H](CO)N1C[C@H](C)[C@H](CN(C)C(=O)Nc2cccc3ccccc23)Oc2c(NC(=O)C3CCCCC3)cccc2C1=O	0.9
9	O=C(Nc1ccc2c(c1)OCO2)N1C[C@@H]2N[C@H](C1)C2c1ccc(C=Cc2ccccc2)cc1 (stereo not given in full)	-0.5&-0.9
10	O=C(Nc1ccc2c(c1)OCO2)N[C@H]1CC[C@H](CCNC(=O)C2CC2)O[C@@H]1CO	-0.6
11	COc1ccc(NC(=O)N(C)C[C@@H]2OCCCC[C@@H](C)Oc3ccc(NC(=O)c4ccccc4)cc3C(=O)N([C@H](C)CO)C[C@H]2C)cc1	-1.0
12	C[C@@H]1CN([C@H](C)CO)C(=O)c2cc(-c3ccc(F)cc3)cnc2O[C@H]1CN(C)C(=O)C1CCC1	-0.2
13	C[C@H]1CN([C@@H](C)CO)C(=O)c2cc(NC(=O)Nc3ccc(C(F)(F)F)cc3)ccc2O[C@H]1CN(C)C(=O)Nc1ccc(C(F)(F)F)cc1	-0.7
14	C[C@@H]1CCCCO[C@H](CN(C)C(=O)CCCN(C)C)[C@H](C)CN([C@@H](C)CO)C(=O)c2cc(NS(=O)(=O)c3cccs3)ccc2O1	0.0
15	C[C@@H]1CN([C@H](C)CO)C(=O)c2cccc(NC(=O)C3CCOCC3)c2O[C@@H]1CN(C)C(=O)Nc1ccc(F)cc1	0.4
16	CCCN(C)C[C@H]1Oc2cc(-c3ccc(C)cc3)ccc2S(=O)(=O)N([C@H](C)CO)C[C@@H]1C	0.1
17	COC(=O)C[C@H]1CC[C@H]2[C@H](COc3ccc(NC(=O)c4cscn4)cc3C(=O)N2C)O1	0.1
18	C[C@H](CO)N1C[C@H](C)[C@H](CN(C)S(=O)(=O)c2cn(C)cn2)Oc2ccc(NC(=O)CCC(F)(F)F)cc2C1=O	-6.9
19	COc1ccccc1CNC(=O)C[C@@H]1CC[C@@H]2[C@H](COC[C@H](O)CN2Cc2ccc3c(c2)OCO3)O1	-1.1
20	CCC(=O)N[C@H]1CC[C@H](CC(=O)NCc2ccc(OC)cc2)O[C@H]1CO	-0.3
21	CCCNC(=O)N(C)C[C@@H]1Oc2ncc(C#Cc3ccncc3)cc2C(=O)N([C@H](C)CO)C[C@H]1C	0.0
22	Cc1noc(C)c1NC(=O)Nc1ccc2c(c1)C(=O)N([C@@H](C)CO)C[C@H](C)[C@@H](CN(C)S(=O)(=O)c1ccc(F)cc1)O2	-0.9
23	C[C@@H]1CCCCO[C@H](CN(C)Cc2ccc(C(F)(F)F)cc2)[C@H](C)CN([C@H](C)CO)C(=O)c2cc(NS(=O)(=O)c3ccc(Cl)cc3)ccc2O1	-0.2
24	Cc1noc(C)c1S(=O)(=O)Nc1ccc2c(c1)C(=O)N([C@@H](C)CO)C[C@H](C)[C@H](CN(C)C(=O)Nc1cccc3ccccc13)O2	0.6

Two of the compounds above, as labelled records.
15: C[C@@H]1CN([C@H](C)CO)C(=O)c2cccc(NC(=O)C3CCOCC3)c2O[C@@H]1CN(C)C(=O)Nc1ccc(F)cc1
  TcdB GH inh = 0.4

16: CCCN(C)C[C@H]1Oc2cc(-c3ccc(C)cc3)ccc2S(=O)(=O)N([C@H](C)CO)C[C@@H]1C
  TcdB GH inh = 0.1

Going on with the list:
cpd	compound	TcdB GH inh
25	Cc1ccc(S(=O)(=O)Nc2ccc3c(c2)C(=O)N([C@H](C)CO)C[C@H](C)[C@H](CN(C)Cc2ccc4c(c2)OCO4)OCCCC[C@@H](C)O3)cc1	-0.1
26	O=C(Nc1cc(F)ccc1F)N1C[C@@H]2[C@H](c3ccccc31)[C@H](CO)N2CC1CCCC1	-1.1
27	C[C@H](CO)N1C[C@H](C)[C@H](CN(C)Cc2ccc(Cl)c(Cl)c2)Oc2ccc(NC(=O)Nc3ccc(F)cc3)cc2CC1=O	-1.2
28	O=C(C[C@H]1C[C@H]2c3cc(NS(=O)(=O)c4ccc(F)cc4)ccc3O[C@H]2[C@H](CO)O1)NCc1ccc(-c2ccccc2)cc1	-0.2
29	Cc1noc(C)c1NC(=O)Nc1ccc2c(c1)C(=O)N([C@@H](C)CO)C[C@@H](C)[C@@H](CN(C)S(C)(=O)=O)OCCCC[C@@H](C)O2	-0.1
30	COc1ccc2c3c([nH]c2c1)[C@@H](CO)N(C(=O)C1CC1)CC31CN(S(C)(=O)=O)C1	0.0
31	COc1ccc(CN(C)C[C@H]2Oc3c(NS(=O)(=O)c4ccc(OC)cc4)cccc3C(=O)N([C@H](C)CO)C[C@@H]2C)cc1	0.8
32	C[C@@H]1CN([C@@H](C)CO)C(=O)c2cc(N(C)C)ccc2O[C@@H]1CN(C)C(=O)NC1CCCCC1	-9.5
33	CN1c2ccc(C3=CCCCC3)cc2[C@@H]2[C@@H](CCN2S(=O)(=O)c2ccccc2)[C@@H]1CO	0.0
34	COc1ccc(S(=O)(=O)Nc2ccc3c(c2)CC(=O)N([C@H](C)CO)C[C@H](C)[C@H](CN(C)C)O3)cc1	-8.1
35	C[C@H]1CN([C@@H](C)CO)C(=O)c2cc(NS(=O)(=O)c3ccc(F)cc3)ccc2O[C@@H]1CN(C)Cc1ccc(C(=O)O)cc1	-2.8
36	C[C@H]1CN([C@@H](C)CO)C(=O)c2cccc(NC(=O)Nc3ccc(F)cc3)c2O[C@H]1CN(C)S(=O)(=O)c1ccc(Cl)cc1	0.1
37	N#Cc1cccc(-c2ccc([C@H]3[C@@H](CO)N4CCCCN(C(=O)Nc5ccccc5)C[C@H]34)cc2)c1	0.5
38	C[C@H]1CN([C@@H](C)CO)C(=O)c2cc(NC(=O)CCCCCC(=O)Nc3ccccc3N)ccc2O[C@H]1CN(C)C(=O)Nc1ccc(F)cc1	1.2
39	O=C(NC1CCCC1)[C@@H]1[C@@H](CO)[C@@H]2Cn3c(cccc3=O)[C@H]1N2C(=O)CC1CC1	-8.1
40	CN1C(=O)c2cc(NC(=O)C3CCCC3)ccc2OC[C@H]2O[C@H](CC(=O)O)CC[C@H]21	0.7
41	CNC[C@H]1OCCCC[C@H](C)Oc2ccc(NS(=O)(=O)c3cccs3)cc2C(=O)N([C@@H](C)CO)C[C@@H]1C	-1.0
42	C[C@H](CO)N1C[C@H](C)[C@H](CN(C)C(=O)Nc2cccc3ccccc23)Oc2ncc(C#Cc3cccc(F)c3)cc2C1=O	0.4
43	COc1ccc(NC(=O)Nc2ccc3c(c2)CC(=O)N([C@@H](C)CO)C[C@H](C)[C@H](CN(C)C(=O)NC(C)C)O3)cc1	0.5
44	COCC#Cc1ccc2c(c1)O[C@H](CN(C)Cc1cncnc1)[C@@H](C)CN([C@H](C)CO)S2(=O)=O	-0.4
45	CN1C(=O)c2cc(NC(=O)C3CC3)ccc2OC[C@H]2O[C@H](CC(=O)NC3CCC3)CC[C@H]21	-18
46	C[C@H]1CN([C@@H](C)CO)C(=O)CCCn2nncc2CO[C@H]1CN(C)CC1CCCC1	-0.2
47	C[C@@H]1CCCCO[C@@H](CN(C)CC2CCCCC2)[C@@H](C)CN([C@H](C)CO)C(=O)c2cc(NS(=O)(=O)c3cccs3)ccc2O1	-0.2
48	C[C@H](CO)N1C[C@H](C)[C@@H](CN(C)CC2CCCC2)Oc2ncc(-c3ccc(C#N)cc3)cc2C1=O	-0.2
49	Cc1ccc(S(=O)(=O)N[C@H]2C=C[C@@H](CC(=O)NCc3ccncn3)O[C@@H]2CO)cc1	-0.8
50	CO[C@H](CN(C)C(=O)Nc1ccc(Cl)cc1)[C@H](C)CN(Cc1ccccc1Cl)[C@H](C)CO	0.0
51	Cc1ccc(S(=O)(=O)Nc2ccc3c(c2)C(=O)N([C@H](C)CO)C[C@H](C)[C@@H](CN(C)S(=O)(=O)c2cn(C)cn2)OCCCC[C@H](C)O3)cc1	-2.2
52	O=S(=O)(N[C@H]1CC[C@@H](CCn2cc(-c3ccccc3F)nn2)O[C@H]1CO)c1ccc(Cl)cc1	0.2
53	CNC[C@H]1OCCCC[C@H](C)Oc2ccc(NS(=O)(=O)c3ccc(F)cc3)cc2C(=O)N([C@@H](C)CO)C[C@H]1C	0.5
54	Cc1ccc(S(=O)(=O)N(C)C[C@@H]2OCCCC[C@@H](C)Oc3ccc(NS(=O)(=O)c4ccc(Cl)cc4)cc3C(=O)N([C@@H](C)CO)C[C@@H]2C)cc1	-0.6
55	C[C@H]1CN([C@@H](C)CO)C(=O)c2cc(C#Cc3ccccc3F)cnc2O[C@H]1CN(C)C(=O)C1CCOCC1	-0.5
56	O=C(O)C[C@H]1CC[C@@H](NC(=O)CCN2CCCCC2)[C@@H](CO)O1	0.6
57	COc1cccc(S(=O)(=O)N[C@H]2CC[C@@H](CC(=O)NCc3ccccc3)O[C@@H]2CO)c1	-0.3
58	CN1[C@@H]2c3ccc(-c4cccnc4)c(=O)n3C[C@@H]2[C@@H](CO)[C@@H]1C(=O)NCC1CCCCC1	0.4
59	C[C@H]1CN([C@@H](C)CO)S(=O)(=O)c2ccc(C#CCN(C)C)cc2O[C@H]1CN(C)Cc1ccccc1	-1.0
60	O=C(Cc1cccnc1)N1CCCCN2[C@H](CO)[C@@H](c3ccc(C#CC4(O)CCCC4)cc3)[C@H]2C1	0.0
61	CC(C)NC(=O)N(C)C[C@H]1Oc2ncc(C#CC3CCCC3)cc2C(=O)N([C@@H](C)CO)C[C@@H]1C	1.3
62	Cc1ccc(S(=O)(=O)NCC[C@H]2CC[C@@H](NC(=O)C3CCOCC3)[C@@H](CO)O2)cc1	0.4
63	C[C@@H]1CN([C@H](C)CO)S(=O)(=O)c2ccc(C#CC3CC3)cc2O[C@H]1CN(C)C(=O)CC1CC1	0.5
64	COc1ccc(S(=O)(=O)N(C)C[C@@H]2Oc3ccc(NC(=O)Nc4ccc(C(F)(F)F)cc4)cc3C(=O)N([C@H](C)CO)C[C@H]2C)cc1	-0.1
65	C[C@@H]1CN([C@H](C)CO)C(=O)c2cc(NC(=O)C3CCCCC3)ccc2O[C@@H]1CN(C)Cc1ccc(C(=O)Nc2ccccc2N)cc1	0.4
66	COc1ccc(NC(=O)N(C)C[C@@H]2Oc3c(NS(=O)(=O)c4cccs4)cccc3C(=O)N([C@@H](C)CO)C[C@@H]2C)cc1	0.8
67	C[C@H](CO)N1C[C@H](C)[C@@H](CN(C)C(=O)C2CCCCC2)Oc2ncc(-c3ccncc3)cc2C1=O	-0.3
68	CC(C)NC(=O)Nc1ccc2c(c1)C(=O)N(C)[C@@H]1CC[C@H](CC(=O)NCC3CCCCC3)O[C@H]1CO2	-3.0
69	COc1ccccc1-c1ccc([C@H]2[C@@H](CO)N3CCCCN(S(=O)(=O)c4cn(C)cn4)C[C@@H]23)cc1	-1.7
70	CC(C)(O)C#Cc1ccc([C@@H]2[C@@H](CO)N3CCCCN(Cc4ccccc4F)C[C@@H]23)cc1	0.1
71	CC(C)C#Cc1cnc2c(c1)C(=O)N([C@@H](C)CO)C[C@H](C)[C@H](CN(C)C(=O)Cc1ccncc1)O2	-0.2
72	Cc1ccc(S(=O)(=O)N(C)C[C@H]2Oc3cc(C4=CCCC4)ccc3S(=O)(=O)N([C@H](C)CO)C[C@H]2C)cc1	-0.2
73	C[C@H]1CN([C@@H](C)CO)C(=O)Cc2cc(NC(=O)Cc3cn(C)c4ccccc34)ccc2O[C@@H]1CN(C)Cc1ccc(C(F)(F)F)cc1	-3.2
74	COc1ccc(CN(C)C[C@@H]2Oc3c(NC(=O)c4ccc(-c5nccs5)cc4)cccc3C(=O)N([C@H](C)CO)C[C@@H]2C)cc1	0.1
75	N#C[C@H]1[C@H](c2ccc(C#CC3CCCCC3)cc2)[C@@H](CO)N1C(=O)Cc1ccccn1	0.3
76	CCCc1cn(CC[C@H]2CC[C@@H](NC(=O)C3CCCCC3)[C@@H](CO)O2)nn1	-3.5
77	C[C@@H]1CN([C@@H](C)CO)C(=O)c2cc(NC(=O)Nc3cccc4ccccc34)ccc2O[C@@H]1CN(C)Cc1ccncc1	-1.0
78	COc1ccc(S(=O)(=O)Nc2ccc3c(c2)C(=O)N([C@@H](C)CO)C[C@H](C)[C@H](CN(C)C(=O)c2ccccc2)OCCCC[C@H](C)O3)cc1	0.1
79	COCC(=O)Nc1ccc2c(c1)[C@@H]1C[C@H](CC(=O)NC3CCCC3)O[C@@H](CO)[C@@H]1O2	-1.6

4 entries from above, field by field.
73) C[C@H]1CN([C@@H](C)CO)C(=O)Cc2cc(NC(=O)Cc3cn(C)c4ccccc34)ccc2O[C@@H]1CN(C)Cc1ccc(C(F)(F)F)cc1
  TcdB GH inh: -3.2

74) COc1ccc(CN(C)C[C@@H]2Oc3c(NC(=O)c4ccc(-c5nccs5)cc4)cccc3C(=O)N([C@H](C)CO)C[C@@H]2C)cc1
  TcdB GH inh: 0.1

75) N#C[C@H]1[C@H](c2ccc(C#CC3CCCCC3)cc2)[C@@H](CO)N1C(=O)Cc1ccccn1
  TcdB GH inh: 0.3

76) CCCc1cn(CC[C@H]2CC[C@@H](NC(=O)C3CCCCC3)[C@@H](CO)O2)nn1
  TcdB GH inh: -3.5
